Assay outcomes from PubChem.
NPR2 activator = GC-B (human) receptor activation. P20594. HEK293-GC-B cells, CNP EC30, cGMP TR-FRET; 0% at EC30 CNP, 100% saturating CNP. activation, % at 10 µM. 370,000 compounds, 0.11% hits. AID 1920062;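 active means activation at 10 µM reaching about 35% in either raw or pattern-adjusted values, limit read from the data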
GC-A act = GC-A (human) enzyme activation; HEK293 GC-A cells, cGMP TR-FRET, EC30 ANP; 0% at EC30 ANP, 100% saturating ANP; 370,000 compounds, 0.14% hits; activation, % at 10 µM; in the data active means activation above about 40%
SIAE inh = inhibitors of human sialic acid acetylesterase SIAE; inhibition, % at 9.66 µM; AID 1053197; 370,000 compounds, 0.69% hits; SIAE FP-Rh probe binding, fluorescence polarization;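 active means inhibition above a cutoff: mean of compounds within the control limits plus 3 SD of those, cut at about 17% in these data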;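 further: 0% = plate median of compound wells and 100% = probe without SIAE protein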
UHRF1 binding = blocks human UHRF1 binding to methylated DNA | 370,000 compounds, 0.75% hits | AID 687016 | Q96T88 | inhibition, % at 4.4 µM | UHRF1 binding to methylated oligo, TR-FRET; in the data active means inhibition above about 21%;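 further: UHRF1 SRA domain binding a hemimethylated CpG hairpin DNA probe; 0% = median of test compound wells and 100% = reference inhibitor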
MBD2 DNA inh = MBD2-methylated oligo binding inhibition; Q9UBB5; TR-FRET, MBD2 binding to methylated oligonucleotide; inhibition, % at 4.4 µM; 370,000 compounds, 0.31% hits; AID 686964; in the data active means inhibition above about 13%
TCR CD3 inh = human TCR-CD3 binding inhibition | TAMRA-labeled TCR probe fluorescence, biochemical | 360,000 compounds, 0.37% hits | inhibition, % at 9.4 µM; in the data active means inhibition above about 19%;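 further: recombinant mutant TCR 2C K166C tagged with TAMRA read by polarization; 0% = receptor in buffer alone and 100% = receptor with positive control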
PRMT1 inh = PRMT1 (human) inhibition, primary screen. inhibition, % at 2.79 µM. Q99873. recombinant PRMT1, activity-based probe fluorescence polarization. 370,000 compounds, 1.3% hits. AID 652257;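 active means inhibition above about 21% made by adding two undisclosed values, limit read from the data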
Target sequence (Q99873 whole entry, looked up): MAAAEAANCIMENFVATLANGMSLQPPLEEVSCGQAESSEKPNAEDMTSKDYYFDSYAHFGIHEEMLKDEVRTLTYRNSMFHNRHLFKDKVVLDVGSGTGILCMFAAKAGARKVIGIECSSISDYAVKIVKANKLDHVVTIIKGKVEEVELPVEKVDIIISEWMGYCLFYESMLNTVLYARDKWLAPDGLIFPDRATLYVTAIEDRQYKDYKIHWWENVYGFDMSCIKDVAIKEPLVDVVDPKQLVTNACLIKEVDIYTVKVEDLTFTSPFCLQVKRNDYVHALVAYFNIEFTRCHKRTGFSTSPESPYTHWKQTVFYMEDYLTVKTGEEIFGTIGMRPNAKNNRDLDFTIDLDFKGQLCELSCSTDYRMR
mABHD4 FP = inhibits mouse alpha/beta hydrolase domain 4. purified mABHD4, FP-Rh probe fluorescence polarization. inhibition, % at 8.92 µM. 370,000 compounds, 0.54% hits. Q8VD66. AID 720543;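 active means inhibition exceeding the mean over every tested compound plus 3 SD, cut at about 30% in these data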;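 further: 0% = plate median of compound wells and 100% = S159A mutant with DMSO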
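Assay system: wild-type mouse ABHD4 protein; compound: single nominal dose of 8.92 µM, 0.89% DMSO final; schedule: 45 min + 60 min at 25 °C; measured by: FP readout, ex 525 nm / em 598 nm; evaluation: % inhibition of FP-Rh probe binding versus controls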
rCAG RNA binder = binds r(CAG) RNA repeats | AID 651821 | inhibition, % at 3 µM | 370,000 compounds, 1.3% hits | r(CAG) RNA repeat, TO-PRO-1 dye displacement fluorescence;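 active means inhibition above the plate cutoff, the mean of all test compounds on that plate plus 3 SD, cut at about 35% in these data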;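 further: 0% = DMSO alone and 100% = 100 µM mitoxantrone as full dye displacement; higher means more dye released from RNA so lower well fluorescence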
HTRA1 inh = HTRA1 (human) protease inhibition. Q92743. recombinant HTRA1, FP-rhodamine activity-based probe, fluorescence polarization. AID 504803. 340,000 compounds, 0.5% hits. inhibition, % at 5.96 µM; in the data active means inhibition above about 36%;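 further: 0% = enzyme with DMSO and 100% = wells lacking enzyme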
Target sequence (Q92743 whole entry, looked up): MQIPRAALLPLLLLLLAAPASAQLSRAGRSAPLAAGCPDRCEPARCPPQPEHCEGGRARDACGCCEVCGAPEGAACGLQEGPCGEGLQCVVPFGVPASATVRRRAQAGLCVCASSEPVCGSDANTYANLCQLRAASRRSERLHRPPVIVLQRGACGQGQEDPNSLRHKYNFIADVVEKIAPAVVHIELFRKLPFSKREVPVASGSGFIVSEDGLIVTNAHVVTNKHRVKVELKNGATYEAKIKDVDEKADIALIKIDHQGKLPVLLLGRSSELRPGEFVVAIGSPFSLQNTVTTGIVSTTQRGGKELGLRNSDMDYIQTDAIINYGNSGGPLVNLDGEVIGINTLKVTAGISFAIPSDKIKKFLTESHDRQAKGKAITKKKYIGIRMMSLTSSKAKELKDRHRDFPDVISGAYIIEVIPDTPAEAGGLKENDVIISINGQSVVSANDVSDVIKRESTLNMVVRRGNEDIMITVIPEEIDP
* = called active by the depositor; / = not tested or not shown. Only part of the results is shown; count on the stated rates, not on these rows.

| mol | NPR2 activator | GC-A act | SIAE inh | UHRF1 binding | MBD2 DNA inh | TCR CD3 inh | PRMT1 inh | mABHD4 FP | rCAG RNA binder | HTRA1 inh |
| --- | --- | --- | --- | --- | --- | --- | --- | --- | --- | --- |
| NS(=O)(=O)c1ccc(CCNC(=O)CNS(=O)(=O)c2cccc(Br)c2)cc1 | -2 | 7 | 6 | 0 | 0 | 7 | 1 | -5 | 6 | -6 |
| COc1cc(Br)c(C2C(C#N)=C(N)Oc3n[nH]c(-c4cccnc4)c32)cc1OC (stereo not given) | -6 | -2 | 0 | -2 | -2 | -3 | 1 | 6 | 3 | 8 |
| O=C(O)c1ccccc1NC(=O)C1CCN(S(=O)(=O)c2ccc3c(c2)OCCO3)CC1 | 8 | 1 | 6 | -2 | 1 | 0 | -1 | 7 | 20 | -6 |
| CN(Cc1ccccc1)C(=O)c1[nH]cnc1C(=O)N[C@@H](Cc1ccccc1)C(=O)OC(C)(C)C | -6 | -3 | 1 | -3 | -3 | 6 | -2 | -8 | -13 | 0 |
| Cc1ccc(-c2nn(-c3cccc(F)c3)cc2CNCCc2ccncc2)o1 | -6 | -4 | 2 | -1 | -2 | -5 | -3 | 0 | -5 | -24 |
| O=C(CN(c1cccc([N+](=O)[O-])c1)S(=O)(=O)c1ccccc1)NCc1cccnc1 | -5 | 0 | -1 | -1 | -6 | 2 | 0 | 0 | 0 | 1 |
| O=C(O)CCCN1C(=O)NC2NC(=O)NC21 (stereo not given) | -1 | -1 | 5 | 3 | 1 | -1 | -2 | -6 | 1 | 3 |
| c1ccc(CSc2ncnc3c2sc2nc(N4CCOCC4)c4c(c23)CCCC4)cc1 | 0 | 3 | -4 | 4 | 2 | -1 | -1 | -6 | 5 | -5 |
| Cc1cc(C(=O)NNC(=S)Nc2ccccc2)nn1C | 1 | -1 | 0 | 0 | 0 | -1 | 2 | 6 | -1 | / |
| COCCCN1C(=O)C(CC(=O)NC2CCCCC2)CC(C(=O)N2CCOCC2)=C1C (stereo not given) | 2 | 4 | 2 | -2 | -1 | -2 | -3 | 4 | 2 | 0 |
| CCOc1ccc(NC(=S)Nc2cccnc2)cc1 | 2 | 5 | 5 | 0 | -3 | -3 | 2 | 2 | 1 | 1 |
| O=C(CSc1nnnn1-c1cccc(F)c1)NC1CC1 | 3 | 2 | -1 | 1 | 6 | -4 | 5 | 6 | 1 | -2 |
| O=C(NCc1cccnc1)c1ccc(S(=O)(=O)N2CCOCC2)cc1 | 2 | 3 | 10 | 0 | 0 | 4 | 0 | 8 | -5 | 6 |
| CCC(=O)Nc1cccc(-n2nnnc2SCC(=O)N2CCCCC2)c1 | 0 | -4 | -4 | 5 | 4 | -9 | 5 | -16 | -1 | 5 |
| CC1=C(C(N)=O)C(c2cccs2)NC(=S)N1 (stereo not given) | 3 | -1 | -5 | 0 | -1 | -3 | -3 | 0 | -2 | -1 |
| CC(C)c1ccc2oc(=O)cc(CN3CCCCC3)c2c1 | -1 | 2 | -1 | -2 | -4 | 2 | -2 | -2 | -4 | -21 |
| Cc1ccc(NCC(=O)N=Nc2c(O)n(C)c3ccccc23)cc1 | -2 | -2 | 4 | -5 | -5 | -4 | -1 | 4 | 2 | 0 |
| Cc1ccc(N(CC(=O)NCCc2ccc(F)cc2)S(=O)(=O)c2ccc(Cl)c([N+](=O)[O-])c2)c(C)c1 | -15 | -27 | -9 | 2 | -1 | 9 | -1 | -8 | 8 | -39 |
| CC1Sc2ccc(S(=O)(=O)CCC(=O)N3CCCC3)cc2NC1=O (stereo not given) | 1 | 5 | -3 | 0 | 0 | 3 | 1 | -5 | 4 | 3 |
| Cc1nccn1CC(=O)c1ccccc1 | 4 | 3 | -3 | 1 | 1 | -3 | 3 | 0 | 0 | 3 |
| CC(=O)c1c(C)[nH]c(C(=O)NCc2ccc(C)cc2)c1C | -4 | 2 | -2 | 1 | 3 | 1 | -1 | 0 | -1 | -2 |
| Cc1cc(C)cc(-n2c(C)cc(C=C(C#N)C#N)c2C)c1 | -16 | -16 | 0 | -2 | -5 | 2 | -1 | 7 | 1 | 6 |
| O=C(Nc1cccc(C(=O)Nc2ccccc2C(=O)O)c1)c1cccc(Cl)c1 | -6 | 1 | -26 | 4 | -1 | 2 | 3 | -28 | 60* | -78 |
| O=C(C[C@H]1CC[C@H]2[C@@H](COC[C@@H](O)CN2Cc2cc(F)ccc2F)O1)NCc1ccc(Cl)cc1 | 6 | -1 | 3 | 1 | 6 | 1 | 1 | 3 | -1 | / |
| Cn1c(=O)cc(OCCCC(=O)Nc2ccc3c(c2)OCCO3)c2ccccc21 | -7 | 3 | -5 | -2 | -5 | 6 | 0 | 2 | -1 | 0 |
| CC(C)CCNC(=O)c1ccc(C2SCC(=O)N2Cc2ccco2)cc1 (stereo not given) | -1 | 6 | -5 | -1 | 0 | 2 | 6 | 7 | -1 | -13 |
| Cc1ccc(S(=O)(=O)c2nc(S(C)(=O)=O)sc2N2CCN(C)CC2)cc1 | 1 | 1 | 9 | -2 | 3 | 3 | -4 | -2 | -6 | 1 |
| O=C(N/N=C/c1cc(Cl)ccc1O)c1ccncc1 | -1 | -3 | 7 | -6 | 4 | 1 | -1 | 10 | -1 | 10 |
| O=C1O/C(=C/c2ccccc2)c2ccccc21 | -5 | 0 | -13 | -3 | -2 | 2 | -2 | -14 | 4 | -25 |
| CC(=O)Nc1ccc(S(=O)(=O)N2CCC(N3CCCCC3)CC2)cc1 | -2 | -4 | 1 | 0 | -1 | 5 | 0 | -1 | -2 | -1 |
| S=c1[nH]nc(C2CCCCC2)n1Cc1ccccc1 | 0 | 0 | -1 | -1 | 2 | -1 | -5 | 5 | -3 | 4 |
| Cc1ccc(NC(=O)C2(C)CCN2Cc2csc3ccccc23)cc1 (stereo not given) | -4 | 0 | -6 | 0 | 3 | 0 | 2 | 2 | 5 | / |
| Cc1ccccc1NC(=O)c1cccc(S(=O)(=O)N2CCCCC2)c1 | 0 | -2 | -2 | -2 | -3 | -5 | -3 | -3 | -1 | 2 |
| O=c1oc2c(CN3CCOCC3)c(O)ccc2c2c1CCCC2 | -5 | 6 | 3 | -2 | -7 | 6 | 1 | 6 | 4 | 3 |
| O=C(NC(=S)Nc1ccccn1)c1ccco1 | 0 | -2 | 4 | 0 | -1 | 3 | -2 | 0 | -1 | -1 |
| CS(=O)(=O)CCC(C(=O)OCC(=O)c1ccc(Cl)cc1)N1C(=O)c2ccccc2C1=O (stereo not given) | 0 | 16 | 5 | 1 | -6 | 6 | 0 | 7 | -3 | 6 |
| Cc1cc(/C=C2\C(=N)N3N=C(CC(=O)N4CCOCC4)SC3=NC2=O)c(C)n1Cc1ccccc1 | 1 | 1 | -4 | -1 | -7 | 5 | -3 | -6 | 11 | / |
| CC(O)CNC1c2ccccc2CC1O (stereo not given) | 1 | 3 | 1 | -1 | 2 | 4 | -2 | 1 | 2 | 3 |
| C[C@@H]1CCCCO[C@@H](CN(C)C(=O)CCCN(C)C)[C@@H](C)CN([C@H](C)CO)C(=O)c2cc(N(C)C)ccc2O1 | 0 | -4 | 6 | 0 | -2 | 1 | -1 | 3 | 2 | / |
| COCCNC(=O)c1onc(CSc2ccc(F)cc2)c1C(=O)NCCOC | 3 | -1 | 3 | -3 | -8 | 1 | -2 | 1 | -2 | 10 |
| Cc1ccc(CSC2=Nc3ccccc3C3=NC(CCC(=O)NCc4ccco4)C(=O)N23)cc1 (stereo not given) | -5 | -7 | -3 | 0 | 1 | 2 | 0 | 0 | -1 | -7 |
| CNC(=O)Nc1ccc(S(N)(=O)=O)cc1 | 6 | 3 | -2 | -2 | -6 | 8 | 0 | 4 | 3 | 9 |
| NC(=O)CC(NC(=O)Cc1cccc2ccccc12)c1ccc(NC2CCC2)c([N+](=O)[O-])c1 (stereo not given) | -5 | 3 | -6 | -2 | -7 | 10 | -3 | -3 | 7 | -3 |
| CC(=O)N1CCc2nc3ccccc3cc21 | 2 | 1 | -4 | -5 | 1 | -1 | -1 | 2 | 4 | 2 |
| CCc1ccc(/C(C)=N/Nc2cc(Cl)nc(C)n2)cc1 | -2 | -4 | -1 | -2 | 2 | 0 | 5 | -6 | 0 | -5 |
| CCCc1nnc(NC(=O)c2ccncc2)s1 | 4 | 2 | 2 | 3 | 2 | -4 | 1 | -2 | 1 | -2 |
| O=C(COc1ccc2ccccc2c1)NNC(=O)Nc1ccc(F)cc1F | 4 | 4 | -13 | -2 | 3 | 5 | 2 | -1 | 3 | -1 |
| Cc1cccc(N2C(=O)CN(Cc3ccccc3)C2=S)c1 | 4 | 3 | 0 | -2 | 1 | 10 | -1 | -2 | -2 | 2 |
| CC(C)CCN1C(N(C)C)=NC[C@@H]1C | 4 | 2 | 3 | 1 | -4 | 2 | 1 | 7 | 2 | -3 |
| N#Cc1ccccc1CN1C(=O)NC(Cc2c[nH]c3ccccc23)C1=O (stereo not given) | -7 | -4 | 1 | 3 | 1 | -2 | 3 | -2 | 0 | -6 |
| Cc1ccc(/C(O)=C/C(=O)C(=O)NNC(=O)C(O)(c2ccccc2)c2ccccc2)cc1 | 1 | 1 | -7 | 2 | 5 | 2 | 1 | 2 | 46* | 22 |
| COc1cccc(NC(=S)N(CCN(C)C)C(C)c2ccco2)c1 (stereo not given) | 9 | -4 | 0 | -2 | -5 | 9 | 1 | 2 | -3 | 8 |
| O=C(NCCc1ccccc1)c1ccc(Cl)c([N+](=O)[O-])c1 | 12 | 4 | -7 | 15 | 10 | 2 | 0 | -1 | -2 | -1 |
| CCCOc1ccc(CCC(=O)N/N=C/c2ccco2)cc1 | -1 | -5 | 2 | -2 | 1 | 0 | 0 | -3 | -3 | / |
| O=C(CSC1=Nc2ccccc2C2=NC(CC(=O)NCc3ccco3)C(=O)N12)NCC1CCCO1 (stereo not given) | 1 | 3 | 5 | -2 | -3 | -1 | 5 | -7 | 7 | 1 |
| CCOC(=O)/C(C#N)=C/Nc1ccsc1C(=O)OC | -1 | 2 | 0 | -2 | -6 | -7 | 0 | -14 | -3 | 2 |
| Cc1cc(-c2nc(C)c(C(=O)NN)s2)no1 | 4 | 4 | 1 | 1 | 0 | -9 | 6 | -5 | 5 | -7 |
| COc1ccc(C(=O)c2sc3nc(-c4ccccc4)ccc3c2N)cc1OC | -4 | 3 | -10 | -2 | -9 | 5 | -1 | -1 | 19 | -5 |
| O=C1c2cccc(OCC(=O)N3CCCc4ccccc43)c2CCN1Cc1cccnc1 | 8 | 2 | 1 | 4 | 3 | 8 | -2 | -1 | -7 | 4 |
| COc1ccccc1C(=O)NC(=O)COC(=O)CCS(=O)(=O)c1ccc(C)cc1 | -8 | 2 | 14 | -1 | -2 | 6 | -2 | -3 | -6 | -2 |

Next section
| mol | NPR2 activator | GC-A act | SIAE inh | UHRF1 binding | MBD2 DNA inh | TCR CD3 inh | PRMT1 inh | mABHD4 FP | rCAG RNA binder | HTRA1 inh |
| --- | --- | --- | --- | --- | --- | --- | --- | --- | --- | --- |
| CCCCC(=O)Nc1ccc(N2CCCC2)cc1 | -1 | -2 | 2 | -1 | -11 | 0 | 1 | 5 | 3 | 44* |
| Fc1ccc(-n2c(-c3ccco3)n[nH]c2=S)cc1 | 0 | 4 | 0 | 0 | -5 | 6 | -1 | 12 | -2 | -1 |
| Cc1c(N=C2N=C(NC(=O)c3cccs3)c3ccccc32)c(=O)n(-c2ccccc2)n1C | -4 | 80* | 6 | 7 | 1 | 2 | 0 | 4 | 0 | 4 |
| O=C(NCCC1CCCCN1S(=O)(=O)c1ccc(F)cc1)C(=O)NCc1cccnc1 (stereo not given) | 2 | 3 | 4 | 0 | 2 | 5 | -1 | 2 | -8 | -8 |
| CC(C)N1C(=O)CC(Nc2ccc(N3CCOCC3)cc2)C1=O (stereo not given) | -7 | 0 | 21* | -5 | -5 | 2 | 11 | 33* | 10 | 10 |
